Compound activity (PubChem BioAssay)
sPLA2-III inh: Inhibits HGIII-sPLA2 liposome hydrolysis, primary screen. QFRET BODIPY PC-A2 liposome hydrolysis, fluorescence. inhibition, % at 12.2 µM. actives 0.56% (n = 370,000);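 active means inhibition above mean plus 3 SD of compounds lying within the high and low control bounds, cut at about 19% in these data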;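 further: 0% = median of test compound wells and 100% = no enzyme DMSO wells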
GC-A act: GC-A (human) enzyme activation; P16066; HEK293 GC-A cells, cGMP TR-FRET, EC30 ANP; 0% at EC30 ANP, 100% saturating ANP; activation, % at 10 µM; actives 0.14% (n = 370,000); in the data active means activation above about 40%
GC-B act: GC-B (human) receptor activation; P20594; HEK293-GC-B cells, CNP EC30, cGMP TR-FRET; 0% at EC30 CNP, 100% saturating CNP; activation, % at 10 µM; actives 0.11% (n = 370,000);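 active means activation at 10 µM reaching about 35% in either raw or pattern-adjusted values, limit read from the data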
ASAP1 inh: inhibitors of human ASAP1 ArfGAP activity. ASAP1-stimulated ARF1 GTP hydrolysis, GDP FP detection. inhibition, % at 16.5 µM. actives 0.19% (n = 360,000). AID 624377; in the data active means inhibition above about 25%;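 further: 0% = vehicle with enzyme and substrate and 100% = no enzyme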
Target sequence (Q9ULH1 325-724 limits assumed): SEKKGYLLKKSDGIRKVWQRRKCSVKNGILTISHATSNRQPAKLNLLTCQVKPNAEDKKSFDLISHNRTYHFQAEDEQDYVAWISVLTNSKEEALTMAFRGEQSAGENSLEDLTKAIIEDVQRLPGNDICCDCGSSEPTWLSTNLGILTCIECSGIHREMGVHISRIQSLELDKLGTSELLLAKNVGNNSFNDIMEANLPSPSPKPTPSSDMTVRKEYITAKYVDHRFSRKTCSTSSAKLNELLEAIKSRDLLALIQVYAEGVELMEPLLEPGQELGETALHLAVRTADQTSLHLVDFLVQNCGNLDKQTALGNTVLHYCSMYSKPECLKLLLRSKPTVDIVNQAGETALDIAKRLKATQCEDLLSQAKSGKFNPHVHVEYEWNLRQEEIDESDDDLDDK
ADAM10 inh: inhibitors of human ADAM10; inhibition, % at 7 µM; AID 720582; actives 0.62% (n = 370,000); O14672; recombinant ADAM10, EDANS/DABCYL FRET peptide cleavage, 3 h;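 active means inhibition above a per-campaign cutoff equal to the mean of compounds falling between control-based bounds plus 3 SD, cut at about 20% in these data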;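 further: 0% = DMSO wells while the 100% control is not disclosed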
DDE Tn6 FP inh: DD(E)-Tn6 binding inhibition, primary FP screen; P02675; Fibrin DD(E) TRITC-Tn6 fluorescence polarization displacement; inhibition, % at 8.3 µM; actives 0.21% (n = 370,000); AID 720509;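 active means inhibition above a per-campaign cutoff: mean of compounds within control limits plus 3 SD, cut at about 15% in these data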;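 further: 0% = median of all compound wells on the plate and 100% = blocking peptide control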
Target sequence (P02675 whole entry, looked up): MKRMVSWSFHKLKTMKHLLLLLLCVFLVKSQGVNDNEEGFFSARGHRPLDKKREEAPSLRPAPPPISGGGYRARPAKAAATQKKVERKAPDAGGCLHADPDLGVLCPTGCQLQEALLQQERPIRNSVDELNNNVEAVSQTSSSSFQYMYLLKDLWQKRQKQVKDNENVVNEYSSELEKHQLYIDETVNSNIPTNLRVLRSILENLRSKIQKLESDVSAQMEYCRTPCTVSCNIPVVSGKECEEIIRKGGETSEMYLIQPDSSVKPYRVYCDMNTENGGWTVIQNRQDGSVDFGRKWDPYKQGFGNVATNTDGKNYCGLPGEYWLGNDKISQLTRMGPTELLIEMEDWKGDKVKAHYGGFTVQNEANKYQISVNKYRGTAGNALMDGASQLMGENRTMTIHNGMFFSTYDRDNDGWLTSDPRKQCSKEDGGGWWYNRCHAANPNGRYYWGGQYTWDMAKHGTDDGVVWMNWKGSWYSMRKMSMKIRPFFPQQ
FXN GAA850 act: frataxin GAA850 promoter activation; HEK293 lucGAA850 FXN promoter luciferase reporter, 24 h; percent of 10 µM SAHA response; activation, % at 6 µM; actives 0.56% (n = 360,000);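 active means activation above the average of all compounds screened plus 3 SD, cutoff fixed separately per campaign, cut at about 7.5% in these data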;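 further: 0% = DMSO wells and 100% = 10 µM SAHA wells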
KLK7 zymogen act: activators of human kallikrein-7 zymogen; P49862; actives 0.9% (n = 370,000); purified proKLK7, EDANS-DABCYL substrate fluorescence; 100% is mature enzyme control, 0% vehicle; activation, % at 7 µM;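 active means activation above the mean of all tested compounds plus 3 SD, computed per campaign excluding outliers beyond control limits, cut at about 13% in these data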
ARFGAP1 inhibitor: inhibits rat ARF GTPase activating protein 1; Q62848; Arfgap1-stimulated ARF1 GTP hydrolysis, GDP FP detection; inhibition, % at 16.5 µM; actives 0.26% (n = 360,000);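 active means inhibition above a per-plate limit, mean inhibition of low control wells plus 3 SD, cut at about 25% in these data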;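 further: 0% = DMSO wells with enzyme and 100% = wells lacking Arfgap1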
Target sequence (Q62848 1-136 limits assumed): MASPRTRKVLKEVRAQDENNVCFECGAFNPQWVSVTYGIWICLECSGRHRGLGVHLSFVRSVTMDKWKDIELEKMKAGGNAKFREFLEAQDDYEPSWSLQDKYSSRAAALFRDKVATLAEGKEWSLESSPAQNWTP
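System: truncated rat Arfgap1 GAP domain / Benchmarks: high control wells lacking Arfgap1, low control full reaction with DMSO / Times: compound-enzyme preincubation 20 min, reaction 120 min, detection 60 min, 25 °C / Repeats: one replicate per compound / Also added: human ARF1(Δ1-17)-GTP substrate / Measured by: Tracer-displacement fluorescence polarization with EDTA stop, 620/688 nm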
rCAG binder: binds r(CAG) RNA repeats; actives 1.3% (n = 370,000); inhibition, % at 3 µM; r(CAG) RNA repeat, TO-PRO-1 dye displacement fluorescence; AID 651821;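 active means inhibition above the plate cutoff, the mean of all test compounds on that plate plus 3 SD, cut at about 35% in these data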;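 further: 0% = DMSO alone and 100% = 100 µM mitoxantrone as full dye displacement; higher means more dye released from RNA so lower well fluorescence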
Starred values were filed as active, the others as inactive; · = no result given.

SMILES	sPLA2-III inh	GC-A act	GC-B act	ASAP1 inh	ADAM10 inh	DDE Tn6 FP inh	FXN GAA850 act	KLK7 zymogen act	ARFGAP1 inhibitor	rCAG binder
Cc1ccc(C(=O)Nc2ccc(N3CCN(C)CC3)cc2)cc1C	1	-1	-2	-3	5	0	0.9	0.0	5	-5
O=c1[nH]n(-c2ccccn2)c(=O)c2ccccc12	3	0	2	6	-4	10	1.0	1.0	-4	1
COC(=O)[C@@]1(Cc2ccc(OC)cc2)[C@H]2c3cc(C(=O)N4CCCC4)n(CCN4CCOCC4)c3C[C@H]2CN1C(=O)c1ccccc1	-5	2	-6	1	9	0	·	0.4	-6	4
O=C(Cn1cnc2ccccc2c1=O)NCc1cccs1	0	4	4	4	-5	2	-0.2	0.6	11	-1
O=C(COC(=O)COc1ccc(Cl)cc1)Nc1ncc(Br)s1	4	0	-5	21	1	1	-0.8	-0.4	11	6
O=C(O)/C=C(\Oc1ccccc1)C1(O)CCCCC1	1	0	6	18	-1	2	-1.4	0.5	13	-2
CCOC(=O)CCSc1nc(C)c2ccccc2n1	-9	3	-2	-7	-17	9	2.7	0.2	-2	-4
Cc1cccc(NC(=O)CC2NC3CCCCC3NC2=O)c1 (stereo not given)	7	0	0	5	9	3	-0.7	0.0	9	0
COc1cccc(C(=O)N(c2ccc(OC)cc2OC)C2C=CS(=O)(=O)C2)c1 (stereo not given)	5	-34	-16	-17	7	0	1.3	0.1	14	-5
O=C(C1CCCN(Cc2cccc(F)c2)C1)N1CCCCC1 (stereo not given)	-3	-2	4	-9	2	-3	2.2	-0.1	6	-3

Next section, starting with the last three of the part before.
SMILES	sPLA2-III inh	GC-A act	GC-B act	ASAP1 inh	ADAM10 inh	DDE Tn6 FP inh	FXN GAA850 act	KLK7 zymogen act	ARFGAP1 inhibitor	rCAG binder
Cc1cccc(NC(=O)CC2NC3CCCCC3NC2=O)c1 (stereo not given)	7	0	0	5	9	3	-0.7	0.0	9	0
COc1cccc(C(=O)N(c2ccc(OC)cc2OC)C2C=CS(=O)(=O)C2)c1 (stereo not given)	5	-34	-16	-17	7	0	1.3	0.1	14	-5
O=C(C1CCCN(Cc2cccc(F)c2)C1)N1CCCCC1 (stereo not given)	-3	-2	4	-9	2	-3	2.2	-0.1	6	-3
C=CCNc1nnc(SCC(=O)Nc2ccccc2OC)c2ccccc12	-1	-1	0	-4	-52	0	0.6	0.1	-9	-2
CCOC(=O)C(NC(=O)c1ccc(OC)cc1)(N1CCOCC1)C(F)(F)F (stereo not given)	-1	2	6	22	5	6	-1.7	-0.5	6	0
O=C(Nc1cccc(S(=O)(=O)N2CCCCCC2)c1)c1ccc(=O)[nH]c1	0	-2	-2	-10	-11	5	0.6	0.3	-3	4
COc1ccc(CC(=O)Nc2nnc(C)s2)cc1	6	-1	3	2	-6	3	-1.4	-0.9	4	2
C=CCN(c1ccccc1)S(=O)(=O)c1ccc2c(c1)oc(=O)n2C	-2	0	5	-13	0	0	-2.1	0.3	-8	0
CN(C)C(=O)Cn1cc(S(=O)(=O)Cc2ccccc2)c2ccccc21	9	0	4	11	-6	-3	0.3	0.1	9	0
CC1=NN(c2cccc(F)c2)C(=O)/C1=C/c1ccc(N(C)C)cc1	-4	-18	-6	-1	2	-1	2.0	0.3	0	1
CCN(CC)CCSc1nc(O)c(Cc2ccccc2)c(=O)n1-c1ccccc1	-1	-1	2	-9	-3	-3	-0.6	0.2	10	0
COC(=O)c1ccc(CSc2nnc(NC(=O)c3cc4c(s3)CCCC4)s2)cc1	1	-3	8	-11	-2	-8	3.5	-0.6	5	16
CCCCC[C@@H](C)N1C[C@H](COCc2ccccc2)Oc2cc(N3CCC[C@H]3C(N)=O)ccc2S1(=O)=O	0	1	5	2	-1	0	·	-0.1	-4	4
OC(c1ccccc1)(c1ccccc1)C1CCN(CCCOc2ccccn2)CC1	3	1	-7	-15	-9	3	·	0.1	0	1
CSCc1cc(N2CCOCC2)nc(-c2ccccc2)n1	1	-4	-4	-1	-1	-3	2.9	-0.3	8	-1
NS(=O)(=O)c1ccc(CCNCc2cccs2)cc1	2	-2	2	-13	-4	3	1.2	-0.3	19	0
CS(=O)(=O)c1ccc(NS(=O)(=O)c2ccc3ccccc3c2)cc1	-11	8	6	-3	2	-1	-0.7	0.3	-5	12
Cc1ccc(NC(=O)CCC(=O)OC(C)C(=O)c2ccccc2)cc1 (stereo not given)	0	0	3	-5	-4	14	0.4	0.1	-1	1
CC1(C)Cc2cccc(OCC(=O)OCC(=O)Nc3ccccc3)c2O1	8	-1	3	10	-2	-7	0.0	-0.3	-2	-4
NS(=O)(=O)c1ccc(-c2c(-c3ccccc3)sc3ccccc23)cc1	3	-2	3	12	-1	-2	-0.5	0.5	17	16
COC(=O)C[C@@H]1C[C@@H]2c3cc(NS(=O)(=O)c4ccc(F)cc4)ccc3O[C@@H]2[C@H](CO)O1	5	-1	0	-9	-12	1	-0.3	0.1	1	2
COc1cccc(CN(C)C(=O)c2sccc2-c2ccccc2)c1OC	-1	-7	-6	-10	2	11	-0.9	0.3	0	-11
COc1ccccc1NC(=O)CSc1nc2sc(C)c(C)c2c(=O)n1Cc1ccco1	-7	-9	-2	-8	5	5	0.6	0.1	-2	9
CN(C)/C=C/C(=O)c1ccccc1F	-5	-3	2	-1	0	7	-1.0	0.1	-2	1
Cc1cccc(NC(=O)CSc2nc3nc(C)cc(C)n3n2)c1	0	2	2	-2	3	6	0.8	0.7	-3	2
Cc1nc(N)nc(N/N=C/c2c(F)cccc2Cl)n1	-1	-1	-1	-13	-7	4	-0.8	-0.7	-1	2
COc1ccc2[nH]c3c(C)c4cc[n+](C)cc4c(C)c3c2c1	-8	-29	-20	5	-5	-3	-3.4	-0.4	4	39*
CCN(CC)C(=O)Oc1ccc2cc(Br)ccc2c1	-9	6	-2	-6	5	0	2.0	0.1	-5	0
COc1ccc(CCN2C(=O)C3C(C2=O)C2C=CC3C23CC3)cc1OC (stereo not given)	-1	-3	-5	-3	-4	-5	0.0	-0.4	-5	-8
CCN(CC)S(=O)(=O)c1ccc(Nc2cc(C)nc3ncnn23)cc1	6	-1	-6	-1	6	-4	-4.0	-0.4	0	-6
C[C@H](CCCC/C=C/C(=O)O)O[C@@H]1O[C@@H](C)[C@H](O)C[C@H]1O	3	-2	4	-1	8	4	1.2	0.5	13	1
Cc1ccc(CCSc2ccc(F)cc2)cn1	-1	5	1	-2	-5	0	1.6	0.0	8	-5
CCCCOc1cccc(C2C(C(=O)c3ccc(C)o3)=C(O)C(=O)N2c2nnc(C)s2)c1 (stereo not given)	-9	2	-2	5	-6	5	1.7	1.0	7	15
CCOc1ccc(OCC)c(NC(=O)CCSCCc2ccccn2)c1	1	2	3	-1	-10	-3	2.0	0.2	5	-8
COc1ccc(C(=O)NCCS(=O)(=O)NCc2ccc(C)cc2)cc1	-2	2	-1	0	2	4	1.8	0.0	4	-5
COc1ccc(CC2(CO)CCN(Cc3cnc(-c4ccccc4C)nc3)CC2)cc1	-8	-1	0	7	-5	10	0.1	-0.2	4	-9
CCC(C)c1ccccc1NC(=O)COc1ccc(-c2nnco2)cc1 (stereo not given)	-2	1	3	15	4	-2	0.9	-0.1	-9	-2
COc1ccccc1-c1nc(C#N)c(N2CCN(C(c3ccccc3)c3ccccc3)CC2)o1	5	-8	-5	1	0	3	1.0	0.6	-6	2
C=CCSc1nc2sc3c(c2c(=O)n1CC)CCC3	14	-1	1	-11	-2	5	0.4	0.1	-4	0
CC(=N\NC(=O)c1ccccc1)/C(=N/O)C(=O)Nc1ccccc1	15	8	6	6	12	-2	-1.4	0.2	-14	4
CCN(CC)Cc1c(O)ccc2occ(C(=O)c3ccccc3)c12	-1	3	1	4	-13	-10	1.1	-0.1	0	-2
N#CCc1cc2ccc3cccc4ccc(c1)c2c34	-26	-3	-4	-6	-252	3	3.9	-7.0	5	8
CN(Cc1ccccc1)C(=O)c1ccc([N+](=O)[O-])o1	4	-2	0	3	3	-8	-0.5	0.5	5	1
COCC(=O)Nc1ccc([N+](=O)[O-])cc1OC	2	1	-2	-1	-1	3	2.4	-0.5	-5	2
COc1ccc(C(CNC(=O)C(C)(C)Oc2ccc(Cl)cc2)N2CCOCC2)cc1 (stereo not given)	11	-12	-9	3	5	-1	0.8	0.4	3	-5
CC(=O)Nc1ccc(S(=O)(=O)Nc2ccc(N3CCOCC3)cc2)cc1	6	-2	-1	-12	7	3	4.6	0.9	-1	2
COc1ccc(NC(=S)NC2CC3CCCC(C2)N3C2CC2)cc1 (stereo not given)	3	2	-1	15	-4	0	-1.0	-0.1	6	-1
CC(C)NC(=O)NC(=O)CSc1nncs1	4	8	3	21	1	6	-0.4	-0.2	-8	1
Cc1ccc(NC(=O)C2C3CCCC2C3c2ccccc2)cc1 (stereo not given)	5	-3	-3	3	1	-6	3.3	0.0	6	0
Cc1cccc(C)c1OC(=O)C(c1ccccc1)c1ccccc1	-12	-9	-10	18	1	-9	1.5	0.1	8	-6
Cc1cc2cc(CNC(=O)c3ccc(C)c([N+](=O)[O-])c3)ccc2[nH]1	-3	0	-1	-2	-5	13	1.7	-0.2	-2	16
C=CCN1C(=O)C(Cc2ccc(OC)cc2)S/C1=N\N=C\c1cccs1 (stereo not given)	0	-6	-4	8	-5	1	0.8	-0.3	-1	0
COc1ccccc1CNC(=O)CN1C(=O)CSc2ccc(S(=O)(=O)N3CCCC3)cc21	-3	-4	-6	-14	4	-5	-0.7	-0.3	-8	2
(next part)
SMILES	sPLA2-III inh	GC-A act	GC-B act	ASAP1 inh	ADAM10 inh	DDE Tn6 FP inh	FXN GAA850 act	KLK7 zymogen act	ARFGAP1 inhibitor	rCAG binder
CCC(C)NC(=O)c1n[nH]c(=O)c2ccccc12 (stereo not given)	3	-1	4	2	-1	5	4.7	-0.1	-6	2
COC(=O)c1sccc1NC(=O)C1CC1	11	2	1	3	-5	1	0.0	-0.1	11	-2
O=C(Cc1ccccc1)c1ccc(N2CCOCC2)cc1	-18	3	-3	-16	0	-5	1.9	0.5	1	3
O=C(c1cc(=O)[nH]c2ccccc12)N1CCN(c2cccc(C(F)(F)F)c2)CC1	-4	1	5	-4	-2	-2	0.0	0.2	0	-6
O=C(CSc1nnnn1C1CCCC1)Nc1ccc(F)cc1	-2	1	2	-14	3	-1	-0.6	0.1	1	1
C1=C\CCC2(OCCO2)C2(CC/1)OCCO2	-4	2	-1	16	-5	1	1.2	0.4	5	1
Cc1ccc2nc(N3CCN(Cc4ccc(F)cc4)C3=O)c(C)cc2c1	-16	5	11	1	9	-2	3.4	0.1	-1	-6
CC(C)(C)c1ccc(C(=O)CCCSC2=C(C#N)C(c3ccco3)C3=C(CCCC3=O)N2)cc1 (stereo not given)	-31	-5	-2	10	-6	5	-0.4	-2.3	-9	9

3 compounds already listed, ordered by their value in GC-A act, highest first.
Molecule | sPLA2-III inh | GC-A act | GC-B act | ASAP1 inh | ADAM10 inh | DDE Tn6 FP inh | KLK7 zymogen act | ARFGAP1 inhibitor
C=CCN(c1ccccc1)S(=O)(=O)c1ccc2c(c1)oc(=O)n2C | -2 | 0 | 5 | -13 | 0 | 0 | 0.3 | -8
COc1ccccc1CNC(=O)CN1C(=O)CSc2ccc(S(=O)(=O)N3CCCC3)cc21 | -3 | -4 | -6 | -14 | 4 | -5 | -0.3 | -8
COc1ccccc1NC(=O)CSc1nc2sc(C)c(C)c2c(=O)n1Cc1ccco1 | -7 | -9 | -2 | -8 | 5 | 5 | 0.1 | -2
